TWEAK Fn14 block = inhibitors of TWEAK-Fn14 signaling, primary screen, luciferase reporter cells, uHTS. inhibition, % at 10 µM. 2% of 360,000 active. AID 1159606, 2016. TWEAK-stimulated Fn14 reporter cells, luciferase luminescence, 8 h; in the data active = inhibition above about 50%
C8 TRAIL sens = viability loss with TRAIL in NB7+C8 cells, primary screen, TRAIL sensitizer project, cell-based, ATPlite luminescence; 1% of 360,000 active; inhibition (viability loss, TRAIL sensitization), % at 10 µM;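 active = compounds causing at least 50% loss of cell viability in the single-dose screen, relative to plate controls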
NCOA1 inh = SRC1 coactivator transcriptional activity inhibitors, primary screen, cell-based, luminescence; 0.12% of 360,000 active; inhibition, % at 3.6 µM; Nuclear receptor coactivator 1 (Homo sapiens), Q15788; HEK293 GAL4-SRC1 luciferase reporter;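 active = inhibition above the campaign mean plus 3 SD, with each screening campaign given its own cutoff, cut at about 60% in these data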;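 note: 0% = DMSO treated cells and 100% = gossypol at 36 µM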
TLR9-MyD88 inh = inhibitors of TLR9-MyD88 association in cells, primary screen, cell-based, CHO, BLA complementation, fluorescence; inhibition, % at 4.98 µM; Toll-like receptor 9 (Homo sapiens) + Myeloid differentiation primary response protein …; AID 504734, 2011; CCF4 FRET ratio; 0.21% of 340,000 active;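 active = inhibition above the mean over all tested compounds plus 3 SD, cut at about 21% in these data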;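 note: 0% = DMSO only wells and 100% = clavulanate BLA inhibitor control wells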
EBV LMP1 NFkB = EBV LMP1-driven NF-kappaB luciferase reporter inhibitors, primary screen, cell-based, luminescence, single point; LMP1-induced NF-kappaB luciferase reporter cells; inhibition, % at 12.5 µM; 0.69% of 350,000 active; in the data active = inhibition above about 41%;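 note: 0% = neutral control wells and 100% = reference inhibitor control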
TROY NFkB inh = inhibitors of TROY-driven NF-kB signaling, primary screen, Q293 LMP1-TROYcd cells, NF-kB luciferase, uHTS | Q293 LMP1-TROYcd NF-kB luciferase reporter, 4 h | inhibition, % at 10 µM | 0.98% of 360,000 active | AID 1347056, 2019;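 active = compounds whose plate-normalised and pattern-corrected inhibition of the luciferase reporter signal at the single screening dose is 50% or more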
COUP-TFII inh = NR2F2 transcriptional activity inhibitors, primary screen, cell-based, luciferase reporter, HEK293T, luminescence; HEK293T NGFI-A luciferase reporter; inhibition, % at 8.6 µM; 0.7% of 370,000 active; AID 686940, 2013;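 active = inhibition above a per-plate cutoff, mean inhibition of test wells between control levels plus 3 SD, cut at about 38% in these data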;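 note: cells cotransfected with COUP-TFII expression vector driving the NGFI-A reporter; 0% = median of COUP-TF2 test wells and 100% = reporter-only cells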
Target sequence (P24468 whole entry, looked up): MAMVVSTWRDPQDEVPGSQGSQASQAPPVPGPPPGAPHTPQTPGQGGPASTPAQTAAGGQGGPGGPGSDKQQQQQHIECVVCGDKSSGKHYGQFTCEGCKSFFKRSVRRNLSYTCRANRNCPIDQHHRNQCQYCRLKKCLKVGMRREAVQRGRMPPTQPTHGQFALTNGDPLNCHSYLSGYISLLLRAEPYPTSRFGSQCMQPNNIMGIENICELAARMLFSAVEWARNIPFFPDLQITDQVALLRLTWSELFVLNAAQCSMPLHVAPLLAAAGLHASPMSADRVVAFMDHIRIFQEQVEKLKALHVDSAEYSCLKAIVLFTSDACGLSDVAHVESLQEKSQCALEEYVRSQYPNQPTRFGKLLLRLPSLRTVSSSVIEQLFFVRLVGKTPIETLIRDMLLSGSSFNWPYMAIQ
LRH-1 inv ag = LRH-1 (NR5A2) inverse agonists, primary screen, cell-based, luminescence, HEK293T, StAR-luciferase reporter | 0.13% of 360,000 active | Nuclear receptor subfamily 5 group A member 2 (Homo sapiens), O00482 | LRH-1 transfected, 24 h | AID 602396, 2012 | inhibition, % at 3.6 µM;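 active = inhibition above the mean inhibition of all tested compounds plus 3 SD, cut at about 73% in these data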;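 note: 0% = DMSO wells and 100% = reporter-only cells lacking LRH-1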
SRC2 inh = inhibition of GAL4-SRC2 driven luciferase reporter, primary screen, SRC2 inhibitor project, cell-based, luminescence | Nuclear receptor coactivator 2 (Homo sapiens), Q15596 | HEK293 GAL4-SRC2 luciferase reporter | 0.17% of 370,000 active | AID 651957, 2012 | inhibition, % at 9 µM;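 active = inhibition above the mean inhibition of all tested compounds plus 3 SD, set per campaign, cut at about 52% in these data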;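 note: 0% = DMSO treated cells and 100% = cells given Gossypol at 36 µM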
SRC3 inh = SRC3 coactivator transcriptional activity inhibitors, primary screen, cell-based, luminescence; Nuclear receptor coactivator 3 (Homo sapiens), Q9Y6Q9; HEK293 GAL4-SRC3 luciferase reporter; inhibition, % at 3.6 µM; 0.17% of 360,000 active; AID 588352, 2011;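 active = inhibition above a per-campaign cutoff, the mean of all compounds plus 3 SD, cut at about 60% in these data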;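 note: 0% = DMSO-treated cells and 100% = gossypol-treated cells at 36 µM; higher means less SRC3-driven luciferase light from the GAL4 reporter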
NOD2-RIPK2 inh = NOD2-RIPK2 binding disruptors in cells, primary screen, fluorescence, CHO cells, BLA complementation; inhibition, % at 4.98 µM; CCF4 ratio; 0.38% of 360,000 active; Receptor-interacting serine/threonine-protein kinase 2 (Homo sapiens), O43353; in the data active = inhibition above about 21%;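 note: 0% = vehicle only and 100% = reference blocker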
Target sequence (O43353 whole entry, looked up): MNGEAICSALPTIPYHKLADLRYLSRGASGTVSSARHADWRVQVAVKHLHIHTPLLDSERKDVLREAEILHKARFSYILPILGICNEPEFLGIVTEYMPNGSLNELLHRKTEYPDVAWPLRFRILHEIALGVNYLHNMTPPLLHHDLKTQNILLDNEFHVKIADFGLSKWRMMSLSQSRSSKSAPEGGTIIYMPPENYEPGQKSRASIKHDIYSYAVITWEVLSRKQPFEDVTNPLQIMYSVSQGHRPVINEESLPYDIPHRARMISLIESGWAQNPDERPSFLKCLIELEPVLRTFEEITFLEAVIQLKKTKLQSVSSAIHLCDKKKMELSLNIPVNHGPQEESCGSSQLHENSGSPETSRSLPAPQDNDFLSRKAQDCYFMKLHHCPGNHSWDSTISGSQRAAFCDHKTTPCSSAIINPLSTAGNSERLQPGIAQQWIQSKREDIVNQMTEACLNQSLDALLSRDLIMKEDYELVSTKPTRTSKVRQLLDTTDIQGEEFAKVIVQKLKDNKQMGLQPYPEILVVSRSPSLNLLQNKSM
An asterisk follows results filed as active; / = no result given. These rows are one share of the data; count on the stated rates, not on these rows.

SMILES	TWEAK Fn14 block	C8 TRAIL sens	NCOA1 inh	TLR9-MyD88 inh	EBV LMP1 NFkB	TROY NFkB inh	COUP-TFII inh	LRH-1 inv ag	SRC2 inh	SRC3 inh	NOD2-RIPK2 inh
CC(C)(Oc1ccc(Cl)cc1)C(=O)N(Cc1ccccc1)c1ccccn1	33	11	-15	7	4	-8	4	10	2	-13	1
CC(=O)Nc1cccc(NC(=O)CSc2ncc(-c3ccc(Cl)cc3)n2Cc2ccco2)c1	81*	23	3	4	5	61*	22	16	17	31	-6
CCOc1ccccc1N1CSC2=C(C#N)C(c3c(OC)ccc4ccccc34)CC(=O)N2C1 (configuration not stated)	8	3	-6	3	-3	-11	4	20	22	6	-6
O=C(CSc1nnc(-c2ccco2)o1)NC(=O)C1COc2ccccc2O1 (configuration not stated)	30	4	9	4	-2	/	4	-1	-33	-5	-4
CCc1cccc(CC)c1-n1c(SCc2cc(=O)n3ccsc3n2)nnc1-c1cccnc1	8	9	14	5	-23	-20	-8	-3	-15	-18	0
OCCCCNCc1ccc(OCc2ccc(Cl)cc2)cc1	3	4	-1	-10	3	-33	-23	6	6	-17	-5
Cc1nnc(-c2ccccc2)nc1N1CCOCC1	8	6	10	-3	-2	-9	0	22	4	-7	-3
N#Cc1ncc(C(F)(F)F)cc1Sc1ccc(N)cc1	-6	4	-12	1	-6	1	16	-6	-10	0	1
O=C(c1cc2c(s1)CCC2)N1CCN(c2ccccc2)CC1	-27	-2	-35	4	-6	-25	-12	-12	-15	-13	-8
COc1ccc(NS(=O)(=O)c2cccc(C(=O)N(C)CC(=O)Nc3ccc(C)cc3)c2)cc1	8	11	8	4	3	-23	2	1	23	-11	-4
COc1cc(-c2cnc3c(NC=O)cc(-c4ccc(N5CCN(C)CC5)cc4)cn23)cc(OC)c1OC	-3	3	-63	/	/	44	-88	-72	-25	-86	-11
CCN(CC(=O)NC(=O)NC1CCCCC1)Cc1nc2ccccc2c(=O)[nH]1	-5	1	-26	-12	5	11	6	13	-13	-8	-10
CCc1ccc(NC(=O)CSc2nncn2-c2cccnc2)cc1	-4	24	-108	-2	-22	-2	-22	-52	-38	-80	7
CCOC(=O)Cn1nnnc1CN1CCN(c2ccc(OC)cc2)CC1	-2	-1	-19	1	-2	-11	10	10	19	4	0
Cc1ccc(S(=O)(=O)/N=C2\C=C(NS(=O)(=O)c3ccccc3)C(=O)c3ccccc32)cc1	6	-17	-24	4	-15	-27	12	10	-11	-10	-5
CC1=C(n2nnc3ccccc32)C(c2ccccc2)C(C#N)=C(N)O1 (configuration not stated)	8	-3	-4	-7	-5	-16	-6	1	9	-2	5
CC(C)c1ccc(NC(=O)CSc2nc3ncccc3[nH]2)cc1	2	-13	-28	-4	-8	11	13	-3	18	0	4
Cc1ccc(C)c(NC(=O)Cn2nc(-c3ccccc3)nc2-c2ccccc2)c1	-18	11	4	-10	9	16	-11	-8	-10	12	-11
CC(C)C[C@H](NC(=O)c1nc[nH]c1C(=O)N1CCc2ccccc2C1)C(=O)OC(C)(C)C	-2	-11	-11	-7	1	5	10	3	-3	10	-13
Cc1ccc(C(=O)NCC(=O)OC2CCCCC2=O)cc1C (configuration not stated)	6	4	4	-4	1	-19	4	-21	-13	-7	-3
COc1ccc(N(CC(=O)NCc2ccco2)C(=O)CCC(=O)Nc2nccs2)cc1	-22	26	-13	-3	-11	-3	0	2	7	9	6
C=CCN1C(=O)CN=C1Nc1cc(C)cc(C)c1	0	4	-2	-5	2	15	-10	6	4	-22	5
CSCCNC(=O)c1cccc(Cl)c1	-4	-2	-16	0	-1	-4	8	-7	-15	16	-6
CC1CCCC(C)N1/N=C/c1cccc([N+](=O)[O-])c1 (configuration not stated)	-23	-10	-12	-1	4	17	-3	-7	-15	3	-33
CC(NC1CCN(Cc2ccccc2)CC1)c1ccc(F)cc1 (configuration not stated)	30	-2	-20	4	-14	-6	20	13	3	21	-13

Part of the list above in a different format.
Order of values – TWEAK Fn14 block, C8 TRAIL sens, NCOA1 inh, TLR9-MyD88 inh, EBV LMP1 NFkB, TROY NFkB inh, COUP-TFII inh, LRH-1 inv ag, SRC2 inh, SRC3 inh, NOD2-RIPK2 inh
> Cc1nnc(-c2ccccc2)nc1N1CCOCC1
→ 8, 6, 10, -3, -2, -9, 0, 22, 4, -7, -3
> CC1CCCC(C)N1/N=C/c1cccc([N+](=O)[O-])c1 (configuration not stated)
→ -23, -10, -12, -1, 4, 17, -3, -7, -15, 3, -33
> CCOc1ccccc1N1CSC2=C(C#N)C(c3c(OC)ccc4ccccc34)CC(=O)N2C1 (configuration not stated)
→ 8, 3, -6, 3, -3, -11, 4, 20, 22, 6, -6
> CCN(CC(=O)NC(=O)NC1CCCCC1)Cc1nc2ccccc2c(=O)[nH]1
→ -5, 1, -26, -12, 5, 11, 6, 13, -13, -8, -10
> Cc1ccc(C)c(NC(=O)Cn2nc(-c3ccccc3)nc2-c2ccccc2)c1
→ -18, 11, 4, -10, 9, 16, -11, -8, -10, 12, -11

Returning to the listing, repeating the 2 entries before the break.
SMILES	TWEAK Fn14 block	C8 TRAIL sens	NCOA1 inh	TLR9-MyD88 inh	EBV LMP1 NFkB	TROY NFkB inh	COUP-TFII inh	LRH-1 inv ag	SRC2 inh	SRC3 inh	NOD2-RIPK2 inh
CC1CCCC(C)N1/N=C/c1cccc([N+](=O)[O-])c1 (configuration not stated)	-23	-10	-12	-1	4	17	-3	-7	-15	3	-33
CC(NC1CCN(Cc2ccccc2)CC1)c1ccc(F)cc1 (configuration not stated)	30	-2	-20	4	-14	-6	20	13	3	21	-13
CC(C)[C@@H]1Cc2[nH]c(=O)[nH]c(=O)c2[C@H](c2ccc(F)cc2)O1	-7	-25	/	/	/	17	-5	-9	-9	/	-9
CN(C)CC(C)(C)CNS(=O)(=O)c1ccc(OC(F)(F)F)cc1	1	-4	-21	-2	47*	4	1	0	4	-1	-4
O=C(N/N=C\c1ccc(CN(Cc2ccc(Cl)cc2)S(=O)(=O)c2ccccc2)o1)C(=O)Nc1ccc(F)cc1	20	2	-40	-20	-9	-10	-19	-30	-38	-8	-15
Nc1nc(N)c2c(n1)CN(Cc1ccc(Cl)cc1)C2	-4	-7	-1	9	-8	-1	8	1	-8	-3	3
CC1=CC(C)(C)N2C(=O)C(=Nc3ccc(O)cc3)c3cccc1c32	12	2	-18	-7	-4	4	6	-15	-5	-2	-3
Cc1ccc(OCCn2c(C3CC(=O)N(Cc4ccccc4)C3)nc3ccccc32)cc1 (configuration not stated)	-13	47	11	0	-6	-1	11	1	-16	-2	21
CCN(CC)CCn1c2ccccc2c2cnc(N)c(C#N)c21	-9	9	55	-3	-104	-4	-29	71	-111	45	-2
O=C1CCC(C(=O)N2CCN(c3ccc(F)cc3)CC2)CN1CC1CCCCC1 (configuration not stated)	-14	1	-1	-13	5	-19	-10	2	10	-1	-2
Fc1ccc(-n2nnc(-c3ccccc3Br)n2)cc1	16	-17	16	8	-2	-11	7	28	10	-2	4
COc1ccc(CN2CC(=O)N3[C@H]4c5cc(C)ccc5OC[C@@H]4[C@H](c4ccccc4)[C@]3(C)C2=O)cc1	1	5	-8	-9	-2	-4	0	-25	8	7	5
FC(F)(F)c1cccc(Cc2noc(CN(Cc3ccccn3)CC3CCCO3)n2)c1 (configuration not stated)	-12	3	-3	0	5	9	11	5	11	7	5
O=S(=O)(NCc1ccc(Cl)cc1Cl)c1cccs1	-40	10	-12	-2	-8	-14	-1	-28	-18	-39	2
COc1ccc(CCNC(=O)CCN2C(=O)C3CC=CCC3C2=O)cc1OC (configuration not stated)	4	-1	-7	-1	1	-4	2	-2	-6	23	4
Cc1cccc(NC(=O)c2cc(-c3c(C)cc(C)cc3O)n[nH]2)c1	2	12	-40	6	-1	-48	-18	-29	-19	-18	16
Cc1cccc(N(CC(=O)NC2CCCCC2)C(=O)CCCC(=O)Nc2ccccn2)c1C	28	-14	11	-8	-8	-9	-28	-3	-20	9	-4
CN1CCN(S(=O)(=O)c2ccc(N(C)Cc3cccs3)nc2)CC1	13	-16	-4	2	-3	19	10	0	-1	22	-3
CCC(C)NC(=O)c1nn(Cc2ccccc2)c(=O)c2ccccc12 (configuration not stated)	10	-3	1	-11	-1	3	10	-1	0	-19	8
COC(=O)c1ccccc1NN=Nc1ccccc1[N+](=O)[O-]	-6	-20	-7	-6	1	-44	-8	-4	-5	1	-10
COc1cc(C=NCC2OCCc3ccccc32)cc(OC)c1 (configuration not stated)	-1	3	-9	2	-5	-2	2	9	5	24	-4
OC(CNCc1ccc(Cl)cc1)(c1ccccc1)c1ccc(F)cc1 (configuration not stated)	-48	6	1	-2	-3	-10	-13	-4	13	14	-1
CCS(=O)(=O)N1CCC(C(=O)Oc2ccccc2Cl)CC1	7	-13	14	6	-10	6	-2	0	9	12	-3
CCCCOc1ccc(C2CC(=O)N(C)C2=O)cc1 (configuration not stated)	10	-5	-6	1	4	-29	-16	-15	2	-9	0
C/C=C/C(=O)Nc1nnc(-c2ccccc2C)s1	-14	-8	-2	-8	-13	46	-8	19	-10	-6	1
CCOC(=O)c1sc(NC(=O)CSc2n[nH]c(-c3ccccc3)n2)c(C#N)c1C	-8	8	-24	11	-3	65*	-2	-2	-14	2	0
Cc1ccc(Nc2nnc(SCC(=O)c3ccc(Br)s3)s2)c(C)c1	3	-1	-15	1	5	7	-6	-2	-22	-1	-12
O=c1[nH]cnc2scc(C3COc4ccccc4O3)c12 (configuration not stated)	-9	-7	-4	-8	0	-6	-21	-32	-14	-5	0
